# MEKK2mut PB1 HTS: MEK5 binding signal on mutant MEKK2 PB1, primary screen, biochemical, multiplex bead flow cytometry, Alexa488-MEK5. percent response, % at 10 µM. AID 1530, 2009. 0.35% of 290,000 active. Alexa488-MEK5 binding to MEKK2 mutant; in the data active = percent response above about 24%, passing the limit was not always enough; also: inactives centre near 1; some results filed as inactive read as strong as hits; reference of the scale not given here
# DNA FID counter: compounds displacing fluorescent DNA intercalator, primary screen, artefact control for HCV NS3 helicase inhibitor project, biochemical, FID fluorescence | inhibition, % at 7.9 µM | 0.17% of 290,000 active | DNA fluorescent intercalator displacement; in the data active = inhibition above about 37%;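 also: 0% = vehicle and 100% = reference compound; higher means more ethidium bromide displaced from hairpin DNA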
# GPR7 antagonist: GPR7 receptor antagonists, primary screen, cell-based, fluorescence, single concentration. GPR7-expressing cells, fluorescence antagonist assay. Neuropeptides B/W receptor type 1 (Homo sapiens), P48145. inhibition, % at 4.4 µM. 1.1% of 290,000 active; in the data active = inhibition above about 16%, passing the limit was not always enough;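 also: cells stimulated with the agonist NPW; 0% = agonist with vehicle and 100% = vehicle without agonist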
# Target sequence (P48145 whole entry, looked up): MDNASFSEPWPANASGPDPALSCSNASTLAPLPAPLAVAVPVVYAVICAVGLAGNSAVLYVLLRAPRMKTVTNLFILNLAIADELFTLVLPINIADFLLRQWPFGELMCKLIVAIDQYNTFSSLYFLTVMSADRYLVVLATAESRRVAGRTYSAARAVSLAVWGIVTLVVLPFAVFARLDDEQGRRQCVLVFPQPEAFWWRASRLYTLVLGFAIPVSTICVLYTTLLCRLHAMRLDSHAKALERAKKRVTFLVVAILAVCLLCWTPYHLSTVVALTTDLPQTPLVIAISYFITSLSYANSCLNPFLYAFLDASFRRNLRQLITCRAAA
# NALP1 yeast inh: NALP1 inflammasome inhibitors in reconstituted yeast, colorimetric, S. cerevisiae, triplicate retest | 0.61% of 280,000 active | AID 2071, 2009 | S. cerevisiae NALP1/ASC/caspase-1 growth, X-gal OD620, 72 h | inhibition, % at 10 µM; in the data active = inhibition mostly above about 24%, no sharp cut-off; inactive = mostly below about 32%; also: some compounds called inactive have numbers as strong as hits
# M18AAP inhibitor: PfM18AAP inhibitors, malaria aminopeptidase, primary screen, biochemical, QFRET, recombinant enzyme. M18 aspartyl aminopeptidase (Plasmodium falciparum 3D7). H-Glu-NHMec fluorogenic cleavage. inhibition, % at 7.35 µM. 1.2% of 290,000 active. AID 1822, 2009;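 active = inhibition above the campaign mean inhibition over all tested compounds plus 3 SD, cut at about 28% in these data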;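 also: 0% = plate median of test compound wells and 100% = 2 mM ZnCl2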
# PHOSPHO1 block: PubChem AID 1565; recombinant PHOSPHO1, absorbance phosphatase assay; Phosphoethanolamine/phosphocholine phosphatase (Homo sapiens), Q8TCT1; inhibition, % at 13.3 µM; 1.1% of 290,000 active; in the data active = inhibition above about 60%
# Target sequence (Q8TCT1 whole entry, looked up): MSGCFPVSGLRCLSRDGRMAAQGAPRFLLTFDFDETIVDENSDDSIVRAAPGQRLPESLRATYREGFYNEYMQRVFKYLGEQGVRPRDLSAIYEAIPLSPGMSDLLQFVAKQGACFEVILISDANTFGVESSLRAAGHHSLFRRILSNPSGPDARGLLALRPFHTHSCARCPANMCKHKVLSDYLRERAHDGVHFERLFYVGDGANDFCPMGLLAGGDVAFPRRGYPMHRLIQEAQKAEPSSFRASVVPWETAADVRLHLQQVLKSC
# MEKK3 PB1 HTS: modulators of MEKK3-MEK5 PB1 binding, primary screen, biochemical, wildtype MEKK3, multiplex bead flow cytometry, Alexa488-MEK5; Mitogen-activated protein kinase kinase kinase 3 (Homo sapiens), Q99759; bead-based flow cytometry, Alexa488-MEK5 binding to MEKK3; actives lie on both sides; 0 = blocked by unlabeled MEK5, 100 = vehicle; binding response (% of control), % at 10 µM; 1.4% of 290,000 active; AID 1529, 2009;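 active = binding response more than 3 SD above or below the average of its plate-row segment, actives on both sides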;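 also: Alexa488 bead fluorescence after subtracting the streptavidin-only scavenger bead signal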
# OXTR agonist: human OXTR agonists, primary screen, fluorescence, CHO-OTR cells, Fluo-8 calcium. 0.32% of 320,000 active. Fluo-8 calcium fluorescence; normalized: DMSO 0%, oxytocin 100%. activation, % at 3 µM. Oxytocin receptor (Homo sapiens), P30559. AID 2435, 2010;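 active = activation above the mean of all tested compounds plus 3 SD, cutoff set per screening run, cut at about 20% in these data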;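 also: peak over basal fluorescence ratio from a 100 s FLIPR kinetic read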
# Target sequence (P30559 whole entry, looked up): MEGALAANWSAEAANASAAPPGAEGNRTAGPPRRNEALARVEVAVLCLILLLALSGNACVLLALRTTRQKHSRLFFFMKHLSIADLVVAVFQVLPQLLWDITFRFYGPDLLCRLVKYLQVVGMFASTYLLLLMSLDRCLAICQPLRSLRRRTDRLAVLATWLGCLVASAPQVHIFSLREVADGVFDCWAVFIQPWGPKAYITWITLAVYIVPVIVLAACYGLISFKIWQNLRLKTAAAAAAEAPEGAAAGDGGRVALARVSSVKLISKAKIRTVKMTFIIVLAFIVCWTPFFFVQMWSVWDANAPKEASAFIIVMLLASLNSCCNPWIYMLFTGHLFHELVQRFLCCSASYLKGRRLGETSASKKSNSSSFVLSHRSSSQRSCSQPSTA
# MEKK2 WT-MEK5: modulators of MEK5 binding to wildtype MEKK2, primary screen, biochemical, multiplex bead flow cytometry, Alexa488-MEK5; Mitogen-activated protein kinase kinase kinase 2 (Homo sapiens), Q9Y2U5; Alexa488-MEK5 binding to MEKK2 WT; actives lie on both sides; binding response (% of control), % at 10 µM; 1.1% of 290,000 active; AID 1531, 2009; in the data active = binding response below about 67% or above about 130%
# * marks the source's active call; other numbers are inactive results; nt = not tested or not shown; & = joins results of further samples. Hits appear at their usual frequency. About 6.2% of those tested had a hit in this group.
SMILES	M18AAP inhibitor	MEKK2mut PB1 HTS	MEKK2 WT-MEK5	DNA FID counter	OXTR agonist	PHOSPHO1 block	MEKK3 PB1 HTS	GPR7 antagonist	NALP1 yeast inh
CC(C)CN(C(=O)COC(=O)c1ccc([N+](=O)[O-])o1)C1CCS(=O)(=O)C1 (stereo unspecified)	-6	-2	97	-2	-0.8	-14	100	3	36
O=[N+]([O-])c1ccc(-n2cccc2/C=N/Nc2nc(N3CCCCC3)nc(N3CCCCC3)n2)cc1	-7	-10	90	-1	0.1	-17	101	-9	9
CCOC(=O)C1CCN(C(=O)C2(NC(=O)Nc3cccc(F)c3)CCCCC2)CC1	-1	5	107	-3	-0.8	28	114	-16	-3
Cc1cccc(N(C(=O)c2nsc(Cl)c2Cl)C(C(=O)NC2CCCC2)c2ccc(O)cc2)c1C (stereo unspecified)	-2	0	94	-22	-2.8	-12	93	-12	6
O=C(Nc1cccnc1)OC1CCCC1	-1	-4	101	-1	-0.3	42	104	-2	9
Cc1onc(-c2ccc(Cl)cc2)c1-c1ccnc(SCC(=O)Nc2cc(Cl)cc(Cl)c2)n1	1	5	124	-4	2.1	-1	100	-11	3
CN(Cc1ccccc1)C(=O)CN(c1ccc(F)cc1)S(=O)(=O)c1ccc2c(c1)OCCO2	-3	4	101	-33	-0.8	-8	100	-2	18
CCC(OCC(O)CN1CCN(CCN2C(=O)c3cccc4cccc(c34)C2=O)CC1)c1ccccc1 (stereo unspecified)	4	-1	105	28	2.8	16	100	-5	26
COc1ccc(OC)c(CCNC(=O)CC2Oc3ccccc3NC2=O)c1 (stereo unspecified)	-11	1	106	-23	-1.5	-2	106	-12	2
CCn1nnc(NC(=O)c2ccc(-c3ccc(Cl)cc3)o2)n1	4	3	106	-10	-1.9	28	108	-12	44
Cc1ccc2nc(Cl)c(C#N)cc2c1	-1	-10	96	6	1.2	15	96	-3	-3
COc1ccc(-c2sc3ccccc3c2C#CCO)cc1	0	-6	94	-9	-0.7	21	96	3	1
CC1=CC(C)(C)Nc2ccc(OC(=O)CN3C(=O)C4CCCCC4C3=O)cc21 (stereo unspecified)	10	2	103	-11	0.3	20	102	-3	3
O=C(NCCc1nc(-c2ccccc2)no1)c1ccccc1	nt	3	104	nt	2.3	nt	103	nt	nt
COC(=O)c1cc(OC)c(OC)cc1NC(=O)C(C)c1ccc([N+](=O)[O-])cc1 (stereo unspecified)	1	12	106	-16	-1.7	1	96	-8	26
O=c1c2ccccc2c(C=NCCc2ccccc2)c(O)n1Cc1ccccc1	1	-4	101	-10	0.4	-20	99	-14	4
CCCOc1ccc(-c2nnc(-c3cccs3)o2)cc1	3	-1	96	-3	0.7	-42	84	-10	-54
O=C(Nc1ccc(N2CCOCC2)c(Cl)c1)c1c(F)c(F)c(F)c(F)c1F	2	0	103	-7	-0.4	-11	104	-4	18
COc1ccc(CNC(=O)CCS(=O)(=O)c2cc3c(cc2Cl)NC(=O)CO3)cc1	7	-1	99	-16	-0.4	58	100	10	13
Cn1c2ccccc2c(=O)c2ccc(F)cc21	10	4	97	-5	-1.8	15	100	-2	-1
COCCn1nnnc1C(c1ccccc1)N1CCN(C(=O)c2ccco2)CC1 (stereo unspecified)	-7	0	98	-11	0.9	-9	102	6	13
Cc1ccc(-n2c(-c3ccco3)nc3nc4ccccc4nc32)cc1	4	-2	93	-3	-0.3	-15	96	-9	21
O=C(COC(=O)c1cccc(S(=O)(=O)N2CCCC2)c1)Nc1ccccc1	-7	-14	64	-9	1.9	-5	53	-8	8
O=c1c2c3n(c(=O)nc2[nH]n1-c1ccccc1)CCCCC3	-2	6	102	4	-0.5	-6	102	3	-8
O=C(CCC1CCCN(C(=O)Cc2ccc(F)cc2)C1)N1CCN(c2ccccn2)CC1 (stereo unspecified)	-3	7	104	-28	0.6	20	101	-11	-9

# Additional records:
SMILES	M18AAP inhibitor	MEKK2mut PB1 HTS	MEKK2 WT-MEK5	DNA FID counter	OXTR agonist	PHOSPHO1 block	MEKK3 PB1 HTS	GPR7 antagonist	NALP1 yeast inh
CN(Cc1nccn1C)C(=O)c1cc(COc2ccc3ncccc3c2)on1	7	-6	104	-2	5.6	44	107	-4	-4
O=C(Nc1nnc(SCc2cccnc2)s1)C1CC(=O)N(c2ccc(F)cc2)C1 (stereo unspecified)	3	5	104	-27	0.4	-6	104	2	19
COc1cccc(N2CCN(C(=O)c3cccc(NC4=NC5CS(=O)(=O)CC5S4)c3)CC2)c1 (stereo unspecified)	4	0	97	-30	0.1	23	99	-5	-4
Cc1ccccc1-c1oc(C)c(C)[n+]1[O-]	2	-7	100	0	1.5	-28	103	-15	-6
CCCN1CCN(CCCNC(=O)c2cc3c(=O)n(C)c4ccccc4c3n2C)CC1	-2	4	108	14	-1.4	-13	102	-3	18
O=C(CN1CCN(Cc2ccccc2)CC1)Nc1ccc(S(=O)(=O)N2CCOCC2)cc1	-1	-2	106	-3	1.0	-14	102	-7	27
Cc1ccccc1-c1nnc(SCc2ccccc2)o1	-1	-2	99	-2	-1.7	-17	102	0	16
CC(=O)OCC1OC(n2ccc(=O)[nH]c2=O)C(O)C1O (stereo unspecified)	4	0	95	-3	-0.1	18	96	-15	6
CC(C)NC(=O)Cn1c(SCC(=O)N2CCc3ccccc3C2)nc2ccccc21	-1	9	106	-27	-1.4	-42	107	15	3
Cc1ccc(OCC(=O)N2CCN(S(=O)(=O)c3ccccc3)CC2)c([N+](=O)[O-])n1	-7	-1	99	-3	0.9	-2	125	0	23
Cc1cc(=O)[nH]c(SCC(=O)Nc2nc3ccccc3s2)n1	-3	-28	91	-1	0.7	9	90	-3	-8
COc1cc2c(cc1NC(=O)CN1CCN(S(=O)(=O)c3ccccc3F)CC1)oc1ccccc12	-1	5	103	0	0.2	14	106	-3	20
CC1CCCCC1NC(=O)CSc1nc2ccccc2[nH]1 (stereo unspecified)	3	1	101	-12	1.4	6	98	-2	4
C[C@@H]1C[C@H]2[C@@H]3CCC4=CC(=O)C=C[C@]4(C)[C@@]3(F)[C@@H](O)C[C@]2(C)[C@@]1(O)C(=O)COP(=O)(O)O	-5	-4&3	95&103	-32	-0.6	-4	95&106	-5	6
O=C(Nc1cccc(S(=O)(=O)C(F)F)c1)c1ccc(S(=O)(=O)N2CCOCC2)cc1	5	6	106	-7	4.6	-2	103	-6	-13
Cc1sc2nc(CSCC(=O)Nc3ccc(OC(F)F)cc3)[nH]c(=O)c2c1C	0	-40	98	2	-2.6	32	106	-2	-25
Cc1ccc2oc(=O)c3cc(C(=O)Nc4cc(-c5cccc(F)c5)no4)sc3c2c1	1	-4	94	-2	1.2	1	93	-8	33
O=C(NCCc1ccc(Cl)cc1)C1CCN(S(=O)(=O)c2ccc(-n3cnnn3)cc2)CC1	-9	-2	97	-3	4.5	11	97	9	9
CCN(CC(=O)N1CCOCC1)S(=O)(=O)c1ccccc1	-2	-1	97	-1	0.9	10	101	-14	8
CC1CCCC(NC(=O)COC(=O)c2cccc(NS(=O)(=O)/C=C/c3ccccc3)c2)C1C (stereo unspecified)	4	-2	103	-9	0.1	-7	99	-7	nt
COCCCNC(=O)c1ccc2c(c1)nc(C)n2-c1cccc(C)c1	2	4	101	-28	0.4	20	103	-1	-15
Cc1c(Cl)ccc2sc(NC(=O)C3CC3)nc12	2	3	97	-7	2.9	20	102	4	5
C/C(=N\NC(=O)CN1CCN(Cc2ccccc2)CC1)c1ccncc1	-3	-3	104	0	-0.8	32	104	-8	6
Cc1cc(C)c(N=C2CCCN2Cc2ccccc2)c(C#N)c1	-4	1	95	-12	-2.4	-5	92	5	-4
C[C@H](NC(=O)Nc1cccc(C(F)(F)F)c1)C(=O)O	-3	3	102	2	-0.5	-14	93	7	14

# Nothing new here: entries from further up.
SMILES	M18AAP inhibitor	MEKK2mut PB1 HTS	MEKK2 WT-MEK5	DNA FID counter	OXTR agonist	PHOSPHO1 block	MEKK3 PB1 HTS	GPR7 antagonist	NALP1 yeast inh
COc1cccc(N2CCN(C(=O)c3cccc(NC4=NC5CS(=O)(=O)CC5S4)c3)CC2)c1 (stereo unspecified)	4	0	97	-30	0.1	23	99	-5	-4
Cc1ccccc1-c1oc(C)c(C)[n+]1[O-]	2	-7	100	0	1.5	-28	103	-15	-6
CCCN1CCN(CCCNC(=O)c2cc3c(=O)n(C)c4ccccc4c3n2C)CC1	-2	4	108	14	-1.4	-13	102	-3	18

# (continued)
SMILES	M18AAP inhibitor	MEKK2mut PB1 HTS	MEKK2 WT-MEK5	DNA FID counter	OXTR agonist	PHOSPHO1 block	MEKK3 PB1 HTS	GPR7 antagonist	NALP1 yeast inh
CC(=O)c1cccc(NC(=O)CCn2c(=O)oc3ccccc32)c1	-4	-7	92	-7	0.9	20	96	0	20
Nc1nnnn1/N=C\c1ccc(Cl)c([N+](=O)[O-])c1	-6	2	116	0	-0.6	40	114	-5	5
O=C(CN1C(=O)S/C(=C\C=C\c2ccccc2)C1=O)N1CCCCC1	-3	0	98	-12	0.9	-17	100	-9	3
O=C(COC(=O)c1cc(-c2ccc(F)cc2)nc2ccccc12)NCC1CCCO1 (stereo unspecified)	0	-2	104	-19	-1.6	8	98	2	1
O=C(Nc1ccc2c(c1)OCCO2)C1CC(c2ccc(F)cc2)=NO1 (stereo unspecified)	4	5	101	-14	0.1	-56	102	-2	9
COc1ccc(-c2nn(-c3ccccc3)cc2/C=C/C(=O)N2CCN(c3ccccn3)CC2)cc1	-3	-4	108	-18	-0.9	-24	97	-21	-9
N#C/C(=C\c1cc2ccccc2nc1N1CCCCC1)C(N)=O	8	-2	94	2	-1.8	-10	99	-5	28
Cc1ccc(NC(=S)NC(NC(=O)c2ccccc2C)C(Cl)(Cl)Cl)c(C)c1 (stereo unspecified)	-11	-1	96	-19	4.4	12	97	-6	7
Cn1c(=O)oc2cc(S(=O)(=O)N3CCC(C(=O)NCCc4ccccc4)CC3)ccc21	1	-4	93	-6	0.8	46	94	0	nt
Cc1ccc(S(=O)(=O)N2Cc3ccccc3CC2C(=O)Nc2cc(C)on2)cc1 (stereo unspecified)	3	-2	91	-20	-1.7	-1	93	5	11
COc1cc(C)nc(OCCNS(=O)(=O)c2cc(C)ccc2C)n1	6	9	105	-24	0.3	50	105	15	5
CCCn1cc(S(=O)(=O)c2ccc(OC)cc2)c(=O)c2cc(OCC)ccc21	1	-1	101	-28	-0.8	29	102	-10	20
CC(C)c1ccc(NC(=O)c2ccc3c(c2)C(=O)N(Cc2cccnc2)C3=O)cc1	-2	0	99	-15	6.1	33	102	1	13
C[C@]12CC[C@@H]3c4ccc(O)cc4CC[C@H]3[C@@H]1CC[C@@H]2O	3	1	97	-7	9.0	-1	94	-8	20
CCc1ccccc1NC(=O)c1cc2ncc(Br)cn2n1	-1	7	108	-1	-0.1	17	112	-7	9
c1ccc(CNCc2ccc3c(c2)OCO3)nc1	1	-3	97	-4	0.9	10	96	-11	8
CC1=C(C(=O)Nc2ccccc2C(=O)NC2CCCCC2C)SCCO1 (stereo unspecified)	4	0	99	-27	-0.2	12	101	-16	-1
